CHOP UPR activ = apoptotic UPR (CHOP) activation | CHO-CHOP luciferase reporter, luminescence; percent of tunicamycin response over DMSO baseline | activation, % at 10 µM | actives 0.34% (n = 330,000) | AID 449763;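 active means at 10 µM dose, activation of 40% or more, normalized to positive control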;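 further: 100% = tunicamycin at 10 µg/mL and 0% = DMSO alone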
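assay system = CHO CHOP reporter cells | amount = 500 CHO-CHOP cells per well | buffer or medium = F12 with 10% FBS | incubation = 16-18 h cell attachment, then 6 h compound exposure, 37 °C | detection = luminescence read with Steady-Glo | read-out = percent activation relative to tunicamycin control | controls = tunicamycin high control, DMSO low control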
APJ agonist = agonists of human APJ apelin receptor. CHO-K1 APJ PathHunter beta-arrestin, luminescence; 0% DMSO wells, 100% apelin. activation, % at 20 µM. actives 0.11% (n = 330,000). AID 2520;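 active means activation more than six SD over the plate average, tested at 20 µM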;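 further: 0% = DMSO alone and 100% = apelin-13 at 10 nM; some results filed as inactive read as strong as hits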
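Test system: CHO-K1 APJ beta-arrestin complementation cell line. Amount: cell density 1000 per well. Controls: DMSO negative, 10 nM Apelin-13 positive. Signal: luminescent beta-gal fragment complementation, chemiluminescent substrate. Read-out basis: agonist-driven arrestin binding to APJ. Timing: compound stimulation 90 min at 25 °C, detection 60 min.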
TIM10 inh = inhibits growth of TIM10 yeast strain; S. cerevisiae TIM10 strain growth, BacTiter-Glo luminescence, 24 h; inhibition, % at 10 µM; actives 1.4% (n = 330,000);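 active means inhibition of 40% or more at the single tested concentration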;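 further: wild-type TIM10 isogenic control strain grown at permissive 25 °C; 0% = DMSO yeast wells and 100% = minimal medium wells without yeast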
UPR XBP1 act = activators of adaptive arm of unfolded protein response (XBP1) | CHO-XBP1 luciferase reporter, IRE1-XBP1 UPR activation, luminescence; percent of tunicamycin response, DMSO as zero | activation, % at 20 µM | actives 0.33% (n = 330,000) | AID 463104;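 active means versus positive control, 20 µM dose yields 30% or more activation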;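 further: 100% = tunicamycin at 10 µg/mL and 0% = DMSO only wells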
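Assay system: CHO-XBP1 luciferase reporter cells; Schedule: 6 h treatment, 37 °C; Detection: glow luminescence from Steady-Glo reagent; Benchmarks: high control tunicamycin 10 µg/mL final, low control DMSO vehicle only.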
Mdm2-MdmX inh = disrupts the human Mdm2-MdmX interaction. O15151+Q00987. SaOS-2 split-luciferase Mdm2/MdmX complementation, luminescence. inhibition, % at 8 µM. actives 3% (n = 330,000). AID 485346;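 active means inhibition of at least 50% at 8 µM in the primary screen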
Target sequence (O15151 whole entry, looked up): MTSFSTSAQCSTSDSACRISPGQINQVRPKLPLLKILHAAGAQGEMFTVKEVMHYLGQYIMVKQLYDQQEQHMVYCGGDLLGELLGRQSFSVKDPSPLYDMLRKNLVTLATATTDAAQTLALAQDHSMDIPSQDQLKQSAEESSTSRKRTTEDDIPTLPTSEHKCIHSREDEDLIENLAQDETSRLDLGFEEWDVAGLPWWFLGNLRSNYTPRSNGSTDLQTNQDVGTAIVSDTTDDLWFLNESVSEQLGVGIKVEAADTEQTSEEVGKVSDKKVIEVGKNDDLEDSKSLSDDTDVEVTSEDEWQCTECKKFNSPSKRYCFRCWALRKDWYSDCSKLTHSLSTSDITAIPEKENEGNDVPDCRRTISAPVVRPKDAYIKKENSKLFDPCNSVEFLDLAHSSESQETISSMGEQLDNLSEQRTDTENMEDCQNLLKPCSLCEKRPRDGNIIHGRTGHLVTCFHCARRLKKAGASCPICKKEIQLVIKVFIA
Target sequence (Q00987 whole entry, looked up): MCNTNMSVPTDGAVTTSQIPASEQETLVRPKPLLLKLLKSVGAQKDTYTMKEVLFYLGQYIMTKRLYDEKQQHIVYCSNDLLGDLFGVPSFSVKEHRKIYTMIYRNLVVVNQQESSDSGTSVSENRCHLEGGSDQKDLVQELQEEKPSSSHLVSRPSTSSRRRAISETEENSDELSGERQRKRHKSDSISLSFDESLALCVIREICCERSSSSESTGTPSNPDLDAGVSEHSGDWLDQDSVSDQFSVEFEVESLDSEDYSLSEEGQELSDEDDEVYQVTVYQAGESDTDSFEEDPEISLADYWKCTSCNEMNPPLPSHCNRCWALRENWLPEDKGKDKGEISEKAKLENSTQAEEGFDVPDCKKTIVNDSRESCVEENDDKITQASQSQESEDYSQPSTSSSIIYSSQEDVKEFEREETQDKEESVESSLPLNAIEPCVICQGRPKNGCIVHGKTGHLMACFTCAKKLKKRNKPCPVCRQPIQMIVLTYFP
tim10-1 inh = tim10-1 yeast growth inhibition; actives 2.2% (n = 330,000); S. cerevisiae tim10-1 ts strain growth, BacTiter-Glo, 24 h; inhibition, % at 20 µM;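 active means inhibition of at least 40%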;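 further: mutant grown at 25 °C; 0% = DMSO wells with yeast and 100% = wells holding no yeast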
tim23-1 inh = inhibits growth of tim23-1 mutant yeast. S. cerevisiae tim23-1 growth, BacTiter-Glo luminescence, 24 h. inhibition, % at 20 µM. actives 1.3% (n = 330,000). AID 463212;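 active means growth inhibition of the mutant yeast at or above 50%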;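 further: temperature-sensitive mutant grown at 25 °C; plate controls were DMSO-treated mutant yeast for no effect and medium wells lacking yeast for full effect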
NLRP3 yeast inh = blocks the NALP3 inflammasome reconstituted in yeast; Yeast reconstituted NLRP3/ASC/caspase-1, beta-gal luminescence, 24 h; inhibition, % at 10 µM; actives 0.39% (n = 330,000); AID 2825;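 active means inhibition of 50% or more; inactive means inhibition below 50%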;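 further: plate controls were induced DMSO wells for no effect and uninduced yeast grown without galactose for full effect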
NR3A LBD binder = modulators (binders) of human NR3A ligand-binding domain; NR3A LBD differential scanning fluorimetry, Tm shift; 0% = protein alone, 100% = glycine-bound protein; AID 1259313; Tm shift relative to glycine control, % at 25 µM; actives 2.5% (n = 340,000);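 active means melting temperature shift of at least 10% of the positive control shift, at one fixed dose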
Starred values were filed as active, the others as inactive; / = not tested or not shown.

SMILES	CHOP UPR activ	APJ agonist	TIM10 inh	UPR XBP1 act	Mdm2-MdmX inh	tim10-1 inh	tim23-1 inh	NLRP3 yeast inh	NR3A LBD binder
COc1ccc(C(C(=O)NCc2ccc(F)cc2)N(C(=O)c2csnn2)C2CC2)cc1 (stereo not given)	-2.0	0	14	-2	-22	-15	-1	1	-2
Cc1csc(N2CCCC2c2nc3cc(C(F)(F)F)ccc3n2CCOCCO)n1 (stereo not given)	-2.6	8	-5	1	8	14	10	11	-3
CCOC(=O)Nc1ccc2c(c1)N(CCCN(C)C)c1ccccc1CC2	0.3	13	10	-5	22	20	27	7	-3
CC1Cn2c(nc(=O)c3c2NCN(CCc2ccccc2)C3)S1 (stereo not given)	-0.3	-2	-13	-3	-11	-13	1	-1	0
CCOc1ccc(-n2c(-c3ccc(OC)cc3)c[n+]3c2CCCCC3)cc1	0.2	-2	24	3	56*	16	9	7	-4
O=C1CCN(c2ccc([N+](=O)[O-])cc2F)CC1	0.4	0	-15	-2	-4	19	6	-1	0
Cn1c(SC/C=C/c2ccccc2)nnc1-c1cnccn1	-1.9	-5	-37	-1	-9	-21	-18	15	0
Nn1c(Nc2ccccc2)nc2ccccc2c1=O	1.5	0	3	-9	8	10	4	3	-2
COC(=O)c1sc(S(=O)(=O)NC(Cc2ccccc2)C(=O)O)c(C(=O)OC)c1C (stereo not given)	-0.9	-3	6	1	5	-6	7	3	2
CCn1c(=N)n(CC(=O)c2ccc(OC)c(OC)c2)c2ccccc21	-2.9	-2	-10	-2	18	6	29	14	-3
O=C(/C=C/c1cccs1)N1CCC2(CC1)Oc1ccc(Cl)cc1C(=O)C21CC(c2ccccc2)=NO1 (stereo not given)	1.9	0	4	-1	11	14	14	32	1
O=C(NNC(=O)c1c(O)c2ccccc2[nH]c1=O)c1ccccc1	1.7	0	10	2	7	-37	5	50	-2
COc1ccc(-c2nc(SCC(=O)Nc3nccs3)c(-c3ccc(Cl)cc3)[nH]2)cc1	0.8	-1	9	-3	44	-8	0	12	15*
Cc1cc(C)n2nc(SCc3nnc(-c4ccc(F)cc4)o3)nc2n1	2.0	-2	14	1	-5	19	-1	-4	/
COc1cccc(NC(=O)N2CCC(NC(=O)C3CCCCC3)CC2)c1	0.2	-2	5	-5	23	14	9	11	3
O=C(/C=C/c1cn(-c2ccccc2)nc1-c1cccnc1)NCCN1CCOCC1	0.8	-3	4	-4	10	1	2	12	-1
Cc1cc(=O)[nH]c(Nc2ccc(C(=O)OC(C)C)cc2)n1	1.0	1	-1	2	15	-18	-5	12	-1
CCOC(=O)c1ccccc1NC(=O)CN1C(=O)NC(C)(CCc2ccccc2)C1=O (stereo not given)	0.7	-3	9	0	-20	20	10	5	-2
COC(CNC(=O)c1cc(C(=O)c2c(-c3c(Cl)cccc3Cl)noc2C)c[nH]1)OC	-1.0	3	-10	1	1	14	16	6	3
COC(=O)c1ccccc1NC(=O)CN(Cc1ccccc1)S(C)(=O)=O	-3.0	-1	27	0	20	24	35	9	-13
CN(C)S(=O)(=O)c1ccc(Cl)c(NC(=O)COC(=O)[C@@H]2CCCN2C(=O)c2cccs2)c1	1.9	3	-11	-1	27	2	16	16	-1
CCCOC(=O)/C(C)=N\NC(=O)c1ccco1	0.9	-1	-3	2	14	-2	-17	8	-1
CCCc1c(C)c2ccc(OCC(C)=O)cc2oc1=O	2.3	-2	-12	4	-13	19	11	40	12*
O=C(CN(C1CCCCC1)S(=O)(=O)c1ccccc1)N1CCCC1	0.2	3	-2	4	6	25	10	2	0
O=C(NCC(=O)N1CCN(c2cccc(Cl)c2)CC1)c1ccc(Br)o1	1.9	-1	1	1	-3	-9	15	17	0
O=C(CSc1nnc(Cn2cnc3ccccc32)o1)Nc1cccc2ccccc12	2.5	0	14	3	-23	9	18	10	0
COC(=O)c1ccccc1NC(=O)c1cc2ccccc2o1	3.8	-4	0	3	-10	5	17	10	2
COc1ccc(F)c(C2C(C#N)=C(N)Oc3n[nH]c(C(C)(C)C)c32)c1 (stereo not given)	0.5	1	10	-3	35	-5	-1	-15	7
Oc1ccc(C[C@@H]2CNCCN2CCC23CC4CC(CC(C4)C2)C3)cc1	-0.5	-2	8	7	73*	12	6	12	1
O=C(NNC(=O)c1ccc(Cl)c([N+](=O)[O-])c1)c1ccncc1	-0.3	-4	-3	-3	17	-5	-2	8	-1
COc1ccc2cc3c(N)nn(C(=O)c4ccc(F)cc4)c3nc2c1	-0.3	-3	0	-1	82*	-1	-15	8	-1
CC(C)=Nc1ccccc1C1COC(=O)C1=N (stereo not given)	0.4	2	-15	1	-13	0	14	11	1
NS(=O)(=O)c1ccc(CCNC(=O)Cc2ccc(S(=O)(=O)N3CCOCC3)s2)cc1	1.0	15	3	-2	6	6	3	22	-2
COc1ccc(-n2c(SCC(=O)Nc3ccccc3C)nc(O)c(Cc3ccccc3)c2=O)cc1	1.5	-2	15	-7	17	-1	-1	16	-1
COc1ccc(-c2ccc3c(c2)S(=O)(=O)c2cccc(C(=O)N4CCN(c5ccc(Cl)cn5)CC4)c2C3=O)cc1OC	3.2	-2	13	0	7	14	18	23	-2
O=C(NC(=S)N1CCOCC1)c1cc2ccccc2o1	-1.1	-2	-4	1	25	-10	-14	7	1
O=C(CN1C(=O)COc2ccc(Cl)cc21)NC1CC1	0.2	4	2	-2	-3	-21	-9	10	2
Cc1cc(C)n2nc(C(=O)NNC(=O)c3ccccc3)nc2n1	0.2	-1	6	-4	-8	1	3	5	0
O=C(COC(=O)CCC1CCCC1)Nc1ccc(F)cc1Cl	2.8	-2	9	-2	10	18	12	11	1
CCN1CCN(CC(=O)Nc2ccc3c(c2)OCCO3)C(=O)C1=O	-1.1	-1	4	1	7	-6	-7	3	-1

Pulled by compound from the entries so far, three records:
SMILES	CHOP UPR activ	APJ agonist	TIM10 inh	UPR XBP1 act	Mdm2-MdmX inh	tim10-1 inh	tim23-1 inh	NLRP3 yeast inh	NR3A LBD binder
CCCOC(=O)/C(C)=N\NC(=O)c1ccco1	0.9	-1	-3	2	14	-2	-17	8	-1
NS(=O)(=O)c1ccc(CCNC(=O)Cc2ccc(S(=O)(=O)N3CCOCC3)s2)cc1	1.0	15	3	-2	6	6	3	22	-2
O=C(CSc1nnc(Cn2cnc3ccccc32)o1)Nc1cccc2ccccc12	2.5	0	14	3	-23	9	18	10	0

Continued.
SMILES	CHOP UPR activ	APJ agonist	TIM10 inh	UPR XBP1 act	Mdm2-MdmX inh	tim10-1 inh	tim23-1 inh	NLRP3 yeast inh	NR3A LBD binder
CO[C@@]1(NC(=O)C2SC(=C(C(N)=O)C(=O)O)S2)C(=O)N2C(C(=O)O)=C(CSc3nnnn3C)CS[C@@H]21 (stereo not given in full)	-0.7	-1	-4	-6	2	-11	-10	28	1
CSCCC(NC(=O)c1ccccc1Cl)C(=O)NCCc1ccccn1 (stereo not given)	-0.7	-1	5	0	0	11	11	3	0
Cc1cc(O)c(N=Cc2cc3c(cc2[N+](=O)[O-])OCO3)cc1C	2.8	3	13	2	-9	10	19	14	-2
COCC(C)NC(=O)c1ccc2nc(-c3ccccc3)c(-c3ccccc3)nc2c1 (stereo not given)	0.7	2	29	-2	12	27	26	-7	3
O=C(Cc1ccccc1)CC1(O)C(=O)Nc2ccccc21 (stereo not given)	-1.2	-5	-6	-5	9	5	23	-6	-1
CCNC(=S)N1CCN(CC)CC1	-0.2	2	8	0	24	10	5	0	-1
COc1ccc(CN2[C@@H](CC(C)=O)c3ccc(/C=C/C(C)=O)cc3S2(=O)=O)cc1	-0.4	-6	55*	0	8	55*	48	10	0
O=[N+]([O-])c1cc(/C=N/O)ccc1N1CCCC1	-1.4	-7	22	0	3	25	31	30	-3
Cc1cccc(C)c1NC(=O)CN(C)C(=O)c1ccccc1C(=O)N(C)Cc1ccccc1	-0.1	-2	14	0	-10	35	32	7	-3
O=C(NCC(=O)N(c1cnc2ccccc2c1)C(C(=O)NC1CCCC1)c1ccncc1)c1ccco1 (stereo not given)	0.3	-3	13	0	13	2	68*	13	0
CC(=O)NC(Cc1ccc(F)cc1)C(=O)O (stereo not given)	0.6	0	4	2	3	6	-4	-12	1
COc1cccc(-c2sc3ccc(OC)cc3c2-c2cc(F)cc(OC)c2)c1	2.5	-3	-7	-6	10	7	4	7	2
Cc1ccsc1CN(C)CC(=O)Nc1ccccc1C(=O)NC1CC1	0.7	-3	8	-4	13	8	9	14	3
CSc1ccccc1C(=O)OCC(=O)N1CCN(C(C)=O)CC1	1.4	3	2	1	-31	30	6	-9	1
COc1cccc(CNC(=O)C23CN(Cc4ccccc4)CC2C(c2ccc([N+](=O)[O-])cc2)=NO3)c1 (stereo not given)	-0.2	1	7	-3	23	11	17	5	0
COc1ccccc1CNS(=O)(=O)c1ccc2c(c1)oc(=O)n2C	0.1	4	4	-2	12	5	5	12	-2
O=C(c1ccc2ccccc2c1)N1CCN(c2ccccn2)CC1	2.5	-2	7	-5	4	29	33	21	2
C=Cn1cc[n+](CC(=O)C(C)(C)C)c1	-1.3	-2	0	0	5	5	1	14	0
CCOc1ccc(NC(=O)c2c(NC(=O)CN3CCN(C)CC3)sc3c2CCC3)cc1	0.4	-2	4	-1	45	14	-10	23	/
CCOC(=O)c1sc2nc(C)nc(NC3CCC(O)CC3)c2c1C (stereo not given)	2.8	-3	-5	-3	17	-13	-12	20	1
Cc1ccc(CN2CCN(Cc3c[nH]c4ccccc34)CC2CCO)o1 (stereo not given)	-0.8	-2	3	0	5	-2	4	13	0
CCCN1CCC(=O)N([C@H](CSc2ccc(C)cc2)Cc2ccccc2)CC1	-0.4	-6	-1	-1	23	15	2	10	0
CC1(C2CC2)NC(=O)N(CC(=O)Nc2cc(S(=O)(=O)N3CCCCC3)ccc2Cl)C1=O (stereo not given)	-0.7	1	-6	0	11	12	13	29	-3
COc1ccc(C(=O)COC(=O)c2ccccn2)c(OC)c1	1.4	-1	-3	-2	-4	6	15	4	-6
O=C1C=C(c2cccc(Cl)c2)C[C@@H](c2ccc3c(c2)OCO3)C1	-0.2	-5	-1	1	3	-11	26	13	-1
Cc1ccc2[nH]c(=O)c(CN(Cc3cccnc3)Cc3nnnn3CCN3CCOCC3)cc2c1	-2.8	0	-13	1	17	8	-2	6	-1
CCc1ccc(NC(=O)N2CCc3ccccc3C2)cc1	8.5	-1	13	-1	-52	6	36	23	-1
CCC1=NN2C(=N)/C(=C/c3ccc(OS(=O)(=O)c4ccccc4)cc3)C(=O)N=C2S1	-1.4	-1	6	-4	17	9	4	11	1
CCOc1ccc(C2/C(=C(/O)c3ccc(S(=O)(=O)N4CCCCC4)cc3)C(=O)C(=O)N2CCCOC)cc1OC (stereo not given)	0.7	0	1	-2	4	5	0	11	-1

Compounds as they come (roughly 8.2% active in at least one column).
